HKDC1 inh: blocks human hexokinase HKDC1 activity; Q2TB90; recombinant HKDC1, G6PDH/diaphorase resazurin coupled fluorescence; inhibition, % at 20 µM; hit rate 0.16% among 340,000; AID 493160;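 active means inhibition above about 35% when tested at 20 µM, limit read from the data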;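 further: plate controls were DMSO wells with enzyme for no effect and DMSO wells lacking enzyme for full effect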
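Material – in-house recombinant HK5 (HKDC1) enzyme · Quantity – HKDC1 at 5 µg/mL · Buffer or medium – pH 8.0 Tris buffer with 10 mM MgCl2 · Reagent – glucose with 1 mM ATP · Dosing – single 20 µM dose · Times – reaction time 90 min, room temperature, protected from light · Technique – resorufin fluorescence at 613 nm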
ATG4B inh: ATG4B (human) cysteine protease inhibition; Q9Y4P1; ATG4B cleavage of LC3-PLA2, NBD-HPC fluorescence, 1 h; inhibition, % at 8.33 µM; hit rate 0.51% among 340,000; AID 504462; in the data active means inhibition above about 40%
MPTP block: blocks calcium-induced mitochondrial swelling; isolated mouse mitochondria, Ca2+ swelling absorbance, 30 min; hit rate 1.4% among 360,000; inhibition, % at 10 µM; AID 602449;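 active means inhibition of 50% or more, scaled per plate between neutral and stimulator controls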;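 further: 0% = DMSO wells given calcium and 100% = 1 mM EGTA wells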
SENP8 block: SENP8 (human) protease inhibition | Q96LD8 | recombinant SENP8, Nedd8 substrate fluorescence | inhibition, % at 20 µM | hit rate 0.64% among 360,000 | AID 602440; in the data active means inhibition mostly above about 40%, no sharp cut-off; inactive means mostly below about 27%
Target sequence (Q96LD8 whole entry, looked up): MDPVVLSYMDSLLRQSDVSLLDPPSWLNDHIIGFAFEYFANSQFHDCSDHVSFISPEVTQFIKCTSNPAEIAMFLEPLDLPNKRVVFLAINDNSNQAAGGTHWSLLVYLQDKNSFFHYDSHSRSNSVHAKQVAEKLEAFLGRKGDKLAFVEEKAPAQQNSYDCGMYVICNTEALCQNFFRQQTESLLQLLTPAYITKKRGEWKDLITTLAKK
PfGluPho inh: PfG6PD (Plasmodium falciparum) enzyme inhibition; hit rate 0.78% among 350,000; PfGluPho enzyme, NADPH resazurin-diaphorase fluorescence; inhibition, % at 20 µM;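 active means inhibition reaching at least a set limit at 20 µM in the primary screen, cut at about 59% in these data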;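 further: 0% = DMSO wells with substrate and 100% = DMSO wells lacking glucose-6-phosphate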
SENP7 block: inhibitors of human SENP7 protease | Q9BQF6 | recombinant SENP7, Z-RLRGG-aminoluciferin luminescence, 40 min | inhibition, % at 5 µM | hit rate 1.5% among 330,000 | AID 434973;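 active means inhibition above about 50% at the single test dose, limit read from the data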;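 further: plate controls were DMSO with enzyme for no effect and no enzyme buffer wells for full effect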
Target sequence (Q9BQF6 706-1050 limits assumed): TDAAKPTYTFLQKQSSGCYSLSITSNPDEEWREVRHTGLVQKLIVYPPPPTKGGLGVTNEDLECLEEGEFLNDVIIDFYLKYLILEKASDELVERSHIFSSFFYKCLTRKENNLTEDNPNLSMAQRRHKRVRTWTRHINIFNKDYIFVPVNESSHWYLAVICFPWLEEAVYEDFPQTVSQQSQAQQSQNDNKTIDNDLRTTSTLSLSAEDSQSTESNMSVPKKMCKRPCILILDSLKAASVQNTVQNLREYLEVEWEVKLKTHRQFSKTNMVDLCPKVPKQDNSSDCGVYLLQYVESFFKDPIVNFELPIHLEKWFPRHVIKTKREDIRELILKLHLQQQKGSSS
SENP6 block: SENP6 protease inhibition; inhibition, % at 10 µM; hit rate 1.8% among 330,000; Recombinant SENP6 catalytic domain, aminoluciferin luminescence;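 active means inhibition above about 50% at the single tested dose, limit read from the data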;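 further: plate controls were DMSO wells with enzyme for no effect and DMSO wells lacking enzyme for full effect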
Target sequence (Q9GZR1 628-1112 limits assumed): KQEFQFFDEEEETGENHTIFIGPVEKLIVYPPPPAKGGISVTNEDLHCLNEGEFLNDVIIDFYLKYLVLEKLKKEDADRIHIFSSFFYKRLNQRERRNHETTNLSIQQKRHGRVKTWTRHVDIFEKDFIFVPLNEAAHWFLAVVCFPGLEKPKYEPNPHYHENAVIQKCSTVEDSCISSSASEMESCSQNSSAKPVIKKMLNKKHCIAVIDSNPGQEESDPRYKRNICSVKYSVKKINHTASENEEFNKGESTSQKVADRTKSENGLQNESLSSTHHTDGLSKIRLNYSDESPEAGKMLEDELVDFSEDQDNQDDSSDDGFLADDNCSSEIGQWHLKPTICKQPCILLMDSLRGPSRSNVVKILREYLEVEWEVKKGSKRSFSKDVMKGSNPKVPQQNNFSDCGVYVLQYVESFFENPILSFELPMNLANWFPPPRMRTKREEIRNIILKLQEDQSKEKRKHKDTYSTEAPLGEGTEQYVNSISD
NR3A LBD binder: modulators (binders) of human NR3A ligand-binding domain; NR3A LBD differential scanning fluorimetry, Tm shift; 0% = protein alone, 100% = glycine-bound protein; Tm shift relative to glycine control, % at 25 µM; hit rate 2.5% among 340,000; AID 1259313;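 active means melting temperature shift of at least 10% of the positive control shift, at one fixed dose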
* marks the source's active call; other numbers are inactive results; / = no result given.

SMILES | HKDC1 inh | ATG4B inh | MPTP block | SENP8 block | PfGluPho inh | SENP7 block | SENP6 block | NR3A LBD binder
O=C(Nc1ccc(N2CCOCC2)cc1)c1cc2c(s1)CCCC2 | 7 | 1 | 0.2 | 12 | 23 | -3 | -17 | 1
O=C(CCNC(=O)c1ccccc1)NN=Cc1ccc(Br)o1 | 1 | -2 | 0.5 | 0 | 26 | -5 | -22 | -3
Cc1ccc(NC(=S)NCCN(C2CCCCC2)C2CCCC2)cc1C | -4 | 3 | 3.9 | 29 | 12 | 11 | -20 | -1
CCc1cc(CNC(=O)C2CCC(=O)N(Cc3cccc(F)c3)C2)on1 (stereo not drawn) | 1 | 7 | -2.4 | 1 | 20 | -4 | -13 | 2
O=C(NC1CCCCC1)C(c1ccccc1)N(Cc1ccco1)C(=O)Cn1cnc2ccccc21 (stereo not drawn) | -1 | -3 | 0.5 | 19 | 11 | / | / | -8
O=C(Nn1c(C2CCCCC2)nc2ccccc2c1=O)c1ccc(Cl)c([N+](=O)[O-])c1 | 1 | 7 | 72* | 9 | -37 | -5 | 34 | 3
O=C(CCc1nnc(-c2ccsc2)o1)N1CCCCC1CCn1ccnc1 (stereo not drawn) | 1 | -4 | -1.2 | 4 | -4 | 6 | -10 | 0
Cc1ccc(SCc2c(C(=O)N/N=C/c3ccoc3)nnn2-c2nonc2N)cc1 | 2 | -10 | -0.8 | 6 | 12 | -3 | 15 | 12*
COc1ccc(CN2CCN(C(=O)Cn3nc(C)n4cccc4c3=O)CC2)c(OC)c1OC | -2 | -3 | -1.8 | 9 | -1 | 6 | 3 | 0
O=C(O)c1cccc(NS(=O)(=O)c2ccc(Cl)c(C(=O)O)c2)c1 | -8 | -7 | 0.5 | 31 | -14 | -5 | -1 | -1
CCC(=O)Nc1ccc(C(=O)CSc2nc(N)cc(N)n2)cc1 | -3 | -2 | 0.4 | 15 | -3 | 4 | -16 | -5
CCC(C(=O)OC)n1cnc2c(cnn2-c2ccc(Cl)cc2)c1=O (stereo not drawn) | -8 | -17 | 0.9 | 26 | -13 | 5 | -5 | 5
NC1=C([N+](=O)[O-])C(c2ccc(F)cc2)C2=C(CCCC2=O)O1 (stereo not drawn) | -4 | 2 | -0.5 | -6 | -14 | -2 | -20 | 0
COC(=O)c1cn(C(=O)OC)c2ccccc12 | -7 | -2 | 1.2 | 8 | 4 | -7 | -7 | 9
CCCCCNc1c(C(=O)OCC)c(=O)[nH]c2ccccc12 | 2 | -11 | 0.4 | 11 | 21 | 0 | 6 | 2
CCN(CC(=O)Nc1c(F)cccc1F)C(=O)c1nc2nccc(C)n2n1 | -7 | -2 | -0.2 | 4 | 7 | -1 | -24 | 2
CCOc1ccc2nc(NC(=S)N(C)C)sc2c1 | -2 | -5 | 5.8 | 14 | 57 | 57* | 77* | 30*
CCn1nc(CC(=O)Nc2nnc(CC(=O)N3CCCC3)s2)c2ccccc2c1=O | -5 | -5 | 0.5 | 14 | -10 | 1 | -6 | 1
O=C(Nc1ccccc1)Nc1cccc(-c2nnco2)c1 | -4 | 1 | 4.5 | 10 | 5 | 2 | 8 | 3
Cc1cccc(Nc2ccc3nonc3c2[N+](=O)[O-])c1C | 5 | 0 | -0.1 | 23 | 11 | 0 | 11 | 0
CN(Cc1nc2ccccc2c(=O)[nH]1)C(=O)c1cc(-c2ccc(Br)cc2)nc2ccccc12 | -3 | -21 | 0.9 | -14 | -5 | / | / | 1
CC1(O)CC(c2ccc(Cl)cc2)=NN1C(=O)c1ccc([N+](=O)[O-])cc1 (stereo not drawn) | -11 | 38 | 73* | 37 | -16 | 4 | 16 | -3
CCOc1cc(/C=C2\SC(=Nc3ccccc3)N(c3ccccc3)C2=O)ccc1OCC(=O)O | 8 | 30 | -0.6 | 8 | -2 | 5 | 5 | 0
O=C(N/N=C(\c1ccccc1)c1ccccn1)c1cccc([N+](=O)[O-])c1 | -15 | 0 | -0.8 | 11 | -10 | -12 | -8 | -1
O=C(CCNC(=O)N1CCn2c1nc1ccccc12)NCc1ccccc1 | -6 | -2 | 0.0 | 18 | 13 | 1 | -3 | 1
(cont.)
SMILES | HKDC1 inh | ATG4B inh | MPTP block | SENP8 block | PfGluPho inh | SENP7 block | SENP6 block | NR3A LBD binder
O=C(CN1C(=O)C2C3C=CC(C3)C2C1=O)Nc1ccc2c(c1)OCCO2 (stereo not drawn) | -3 | -14 | -0.4 | 14 | 10 | 4 | -13 | 2
COc1ccc(C(=O)CCC(=O)O)cc1 | -3 | -6 | -1.1 | 10 | -1 | 3 | -3 | 7
Cc1cc(CNC(=O)COc2ccc([N+](=O)[O-])cc2)c2ccccc2n1 | -5 | 1 | 1.8 | 1 | 16 | 8 | -10 | -1
CC(Oc1ccc(Cl)cc1)C(=O)NCCCn1ccnc1 (stereo not drawn) | -4 | -10 | 0.8 | 10 | 0 | 5 | -6 | 0
O=C(Nc1nnc(-c2ccc(Cl)cc2)o1)c1ccccc1Br | -5 | -2 | -2.3 | 9 | -21 | -9 | -5 | -4
CCOC(=O)c1ccc(NC(=S)NCCCN2CCCC2=O)cc1 | -2 | 5 | 0.0 | 6 | -2 | 0 | 5 | 1
CCOc1ccc(NC(=S)Nc2cccc3cnccc23)cc1 | 3 | 6 | 4.9 | -42 | 32 | 63* | 87* | -5
Cc1ccc(S(=O)(=O)CCC(=O)OC(C)C(=O)Nc2ccc(N3CCOCC3)cc2)cc1 (stereo not drawn) | -2 | -7 | -4.2 | 11 | 2 | 2 | -17 | 3
CN1CCN(CC(=O)Nc2ccc(Oc3ccccc3)cc2)CC1 | -5 | -5 | -2.6 | 11 | -4 | -1 | 1 | -3
COc1ccc(C(=O)NN(c2ccccc2)c2ccccc2)cc1 | -11 | 6 | 6.3 | 9 | 2 | -3 | -1 | -1
C[n+]1cc[nH]c1SCC(=O)c1ccc(Cl)cc1 | 5 | -4 | -2.2 | 8 | -14 | 17 | 21 | -5
Cc1ccsc1CCNC(=O)C1CCC(=O)N(CCc2cccc(F)c2)C1 (stereo not drawn) | 0 | 0 | -1.2 | 0 | -6 | 2 | 0 | 1
CC(=O)NC(=S)Nc1ccc(NC(=O)COc2ccc(Cl)cc2Cl)cc1 | 2 | 6 | 2.3 | 0 | 4 | -3 | 2 | 0
Cc1ccc(CNC(=O)COc2ccc(C)nc2[N+](=O)[O-])cc1 | -16 | 25 | -0.1 | 16 | 9 | 1 | 25 | 0
CC(C)CC(=O)N1CCN(Cc2ccccc2[N+](=O)[O-])CC1 | -5 | -9 | -2.1 | -1 | -4 | 0 | -6 | -1
c1ccc(CCn2cnc3ccccc32)cc1 | -2 | -10 | 1.3 | 6 | 3 | -3 | -30 | 2
O=C(Nc1ccc(F)cc1)c1oc2ccccc2c1NC(=O)C1CCCC1 | -4 | 6 | 1.2 | -7 | -15 | 4 | 5 | 13*
Cn1c(=O)cc(SCC(=O)NCCCN2CCN(c3ccc(F)cc3)CC2)c2ccccc21 | 0 | -15 | -0.5 | -19 | 2 | -10 | -11 | 1
Cc1ccc(-c2noc(CN(C(=O)CCCCCN3C(=O)c4ccccc4C3=O)C(C)C)n2)cc1 | 6 | 23 | -9.0 | 26 | -5 | 4 | -8 | 2
Nc1nnnn1/N=C/c1cc(Br)ccc1O | -2 | -7 | -16 | 10 | -16 | 5 | 3 | 1
CCOc1ccc(N2C(=O)CC(N3CCN(c4ccc(C(=O)c5ccncc5)cc4)CC3)C2=O)cc1 (stereo not drawn) | 0 | -5 | 1.8 | 20 | -3 | -8 | -15 | 0
Cc1cc(C)nc(CCNC(=O)c2cc(COc3c(C)cccc3C)on2)n1 | -2 | 5 | -1.4 | 3 | 23 | 4 | -2 | 0
O=c1c2ccccc2nc2n1C(CSCc1ccccc1)CS2 (stereo not drawn) | 19 | 2 | 52* | 21 | 25 | 11 | -24 | -1
Cc1cccc(N/N=C/c2ccc(C)s2)c1 | -3 | -3 | -0.7 | 0 | 19 | 3 | -23 | -1
CCc1nnc(NC(=O)[C@@H]2CCCN2S(=O)(=O)c2ccc3c(c2)OCCO3)s1 | -6 | -1 | 3.3 | -3 | -11 | -2 | -22 | 0

Filtered by structure, the compounds so far containing an aryl thioether with sulfur outside any ring.
SMILES | HKDC1 inh | ATG4B inh | MPTP block | SENP8 block | PfGluPho inh | SENP7 block | SENP6 block | NR3A LBD binder
Cc1ccc(SCc2c(C(=O)N/N=C/c3ccoc3)nnn2-c2nonc2N)cc1 | 2 | -10 | -0.8 | 6 | 12 | -3 | 15 | 12*
CCC(=O)Nc1ccc(C(=O)CSc2nc(N)cc(N)n2)cc1 | -3 | -2 | 0.4 | 15 | -3 | 4 | -16 | -5
C[n+]1cc[nH]c1SCC(=O)c1ccc(Cl)cc1 | 5 | -4 | -2.2 | 8 | -14 | 17 | 21 | -5
Cn1c(=O)cc(SCC(=O)NCCCN2CCN(c3ccc(F)cc3)CC2)c2ccccc21 | 0 | -15 | -0.5 | -19 | 2 | -10 | -11 | 1

Just SENP8 block and SENP7 block (2 entries from above):
compound	SENP8 block	SENP7 block
Nc1nnnn1/N=C/c1cc(Br)ccc1O	10	5
CCOc1ccc(N2C(=O)CC(N3CCN(c4ccc(C(=O)c5ccncc5)cc4)CC3)C2=O)cc1 (stereo not drawn)	20	-8

Further records
SMILES | HKDC1 inh | ATG4B inh | MPTP block | SENP8 block | PfGluPho inh | SENP7 block | SENP6 block | NR3A LBD binder
COc1ccc(CCNC(=O)Cn2c(=O)n(-c3ccc(C)c(F)c3)c(=O)c3sccc32)cc1OC | -4 | -2 | 2.1 | 29 | 2 | 0 | 0 | -3
CCCn1nnnc1NC(=O)COc1ccc(CC)cc1 | -6 | 3 | 0.3 | 5 | -4 | 5 | 19 | -1
CCC(CO)Oc1cc(NC(=O)c2ccccc2[N+](=O)[O-])c2ncn(C(C)C)c2c1 (stereo not drawn) | 8 | -16 | -1.6 | 38 | 19 | 6 | -11 | 0
CCSc1nnc(NC(=O)[C@@H](NC(=O)c2cccc(C)c2)C(C)C)s1 | 4 | 11 | 0.8 | 9 | 24 | 1 | -3 | -2
Cc1nc(NCCCO)c(C#N)c2c1COC(C)(C)C2 | 1 | -1 | -0.6 | -296 | -1 | 7 | -6 | 1
CC(=O)N1c2ccc(S(=O)(=O)N(C)CC(=O)NC(C)c3ccccc3)cc2CC1C (stereo not drawn) | -5 | 1 | -1.8 | 3 | -7 | 8 | 3 | -1
Cc1ccc(NC(=O)CN(C)C(=O)Cn2nnc(-c3ccccc3C)n2)cc1 | -3 | -9 | 0.7 | 10 | -2 | -11 | -8 | -3
CCOC(=S)SCC(=O)N1CCc2ccccc2C1C1C(=O)CCCC1=O (stereo not drawn) | -7 | 3 | 0.5 | 19 | -22 | -9 | -5 | 0
CCCCCN(C(=O)CCC(=O)OCC(=O)N1C(C)CCCC1C)c1c(N)n(CCCC)c(=O)[nH]c1=O (stereo not drawn) | -5 | -8 | 1.0 | 9 | -2 | 3 | 10 | 1
CC(NC(=O)c1ccccc1Br)c1ccc2c(c1)CCCC2 (stereo not drawn) | -1 | -5 | -2.5 | 14 | 15 | -4 | -17 | 2
CCOc1cc(CNCc2cc(OC)cc(OC)c2)ccc1OC | -5 | 4 | 3.8 | 23 | 9 | 0 | 2 | -1
O=S(=O)(c1ccc(Oc2ccc3oc4ccccc4c3c2)nc1)N1CCCC1 | -2 | -5 | 9.6 | -2 | 3 | 4 | 4 | 2
O=C(Cc1csc(NC(=O)Nc2ccc(Cl)cc2)n1)NC1CCCC1 | 4 | -3 | 94* | 2 | -5 | 3 | -12 | 13*
CCOC(=O)C(NCCc1ccccc1F)(NC(C)=O)C(F)(F)F (stereo not drawn) | -6 | 1 | -1.9 | 2 | -10 | -6 | -9 | -11
CCOc1ccc(NC(=O)N2CCC(n3nnc4cc(C)ccc43)CC2)cc1 | 6 | -5 | 0.1 | 5 | 0 | 3 | 0 | 0
N#CC(C#N)=C1c2cc(S(N)(=O)=O)ccc2-c2ccc(S(N)(=O)=O)cc21 | 15 | 1 | 1.6 | 22 | 17 | / | / | 5
CCCSC1=C(C#N)C(c2ccccc2C)CC(=O)N1 (stereo not drawn) | -1 | -7 | -0.9 | 19 | 31 | -5 | -11 | 0
O=[N+]([O-])c1ccc2c(c1)OCCOCCOCCOCCOCCOCCO2 | 12 | -7 | 0.7 | 17 | -7 | -1 | -5 | 0
